ULK1 inh: inhibitors of human ULK1 kinase; O75385; AlphaScreen Atg13 phosphorylation by ULK1, luminescence; inhibition, % at 5.96 µM; 30,000 compounds, 1.9% hits; AID 1259251; in the data active = inhibition above about 43%;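 also: 0% = median of compound wells and 100% = no enzyme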
ASK1 primary: human ASK1 kinase inhibition, primary screen | AID 1159602 | 22,000 compounds, 0.99% hits | AlphaScreen MKK6 phosphorylation by ASK1, luminescence | inhibition, % at 7.44 µM; in the data active = inhibition above about 35%;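 also: 0% = median of compound wells and 100% = no enzyme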
Target sequence (Q99683 whole entry, looked up): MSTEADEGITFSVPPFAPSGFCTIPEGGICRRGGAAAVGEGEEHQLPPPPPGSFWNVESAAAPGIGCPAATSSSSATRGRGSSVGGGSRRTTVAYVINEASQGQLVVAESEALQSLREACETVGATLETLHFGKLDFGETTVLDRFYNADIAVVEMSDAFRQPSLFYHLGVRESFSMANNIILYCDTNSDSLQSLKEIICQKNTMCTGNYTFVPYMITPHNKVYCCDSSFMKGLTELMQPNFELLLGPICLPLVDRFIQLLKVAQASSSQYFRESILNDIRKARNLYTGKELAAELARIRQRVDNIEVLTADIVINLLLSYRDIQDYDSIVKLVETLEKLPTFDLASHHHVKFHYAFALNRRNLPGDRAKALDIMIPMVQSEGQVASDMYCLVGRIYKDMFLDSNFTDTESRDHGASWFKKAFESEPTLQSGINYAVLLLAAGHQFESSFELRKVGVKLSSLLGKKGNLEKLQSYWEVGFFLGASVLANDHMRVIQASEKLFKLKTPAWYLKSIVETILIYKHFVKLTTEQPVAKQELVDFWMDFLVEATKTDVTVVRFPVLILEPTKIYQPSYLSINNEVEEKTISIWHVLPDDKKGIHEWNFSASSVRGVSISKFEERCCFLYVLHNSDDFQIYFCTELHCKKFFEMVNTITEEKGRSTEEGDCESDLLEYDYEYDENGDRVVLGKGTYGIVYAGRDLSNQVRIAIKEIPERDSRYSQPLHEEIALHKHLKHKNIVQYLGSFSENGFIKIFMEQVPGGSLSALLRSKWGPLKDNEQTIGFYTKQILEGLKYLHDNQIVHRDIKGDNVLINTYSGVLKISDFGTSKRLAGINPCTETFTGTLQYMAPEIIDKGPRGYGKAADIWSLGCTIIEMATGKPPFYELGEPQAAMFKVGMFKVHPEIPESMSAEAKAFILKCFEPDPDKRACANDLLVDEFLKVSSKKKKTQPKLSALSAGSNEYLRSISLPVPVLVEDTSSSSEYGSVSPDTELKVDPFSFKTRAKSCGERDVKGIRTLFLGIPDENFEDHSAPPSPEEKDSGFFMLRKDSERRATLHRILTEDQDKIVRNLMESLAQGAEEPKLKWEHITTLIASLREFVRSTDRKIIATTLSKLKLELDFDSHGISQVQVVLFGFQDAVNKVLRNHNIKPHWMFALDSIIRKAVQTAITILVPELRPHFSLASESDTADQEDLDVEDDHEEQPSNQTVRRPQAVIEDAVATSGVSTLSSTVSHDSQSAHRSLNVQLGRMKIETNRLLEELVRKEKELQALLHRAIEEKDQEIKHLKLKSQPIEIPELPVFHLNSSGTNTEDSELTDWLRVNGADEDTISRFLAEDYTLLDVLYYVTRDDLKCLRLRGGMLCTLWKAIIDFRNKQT
The depositor's hits bear a star; nt = no result given.

SMILES	ULK1 inh	ASK1 primary
CCN1CCN(c2ncn(-c3ccc(Nc4nccc(-c5cc(C#N)cc(N6CCOCC6)c5)n4)cc3)n2)CC1	2.4	0.0
C=CCn1c(SCC(C)O)nc2c1c(=O)[nH]c(=O)n2C (centres undefined)	3.1	nt
O=C(Nc1ccc2c(c1)OCO2)C1CCN(c2ccc(NCc3cccnc3)nn2)CC1	7.3	12.9
CCN(CC)c1nc(NCCN(C(C)C)C(C)C)nc(NCc2cccnc2)n1	-0.4	-13.0
COc1cc(Nc2ccc(-n3cc(CC(=O)NCCc4ccc(O)cc4)c4ccccc43)nn2)cc(OC)c1OC	-3.2	-8.9
COc1ccc(-c2cnc(SCC(=O)Nc3cccc(F)c3)n2C)cc1	-13.1	nt
COc1cc(Nc2nc(Nc3ccncc3)nc3nc[nH]c23)cc(OC)c1OC	32.1	5.8
COc1ccc(CCNC(=O)c2ccnc(-c3cccs3)c2)cc1	-12.8	-17.3
O=C(NCc1cccc(C(F)(F)F)c1)c1csc(Oc2ccccc2)n1	-1.6	-4.0
Cc1cncc2c(S(=O)(=O)N3CC[C@H](NC(=O)C(O)c4ccc(Cl)cc4)C3)cccc12 (some centres undefined)	2.7	-9.2
CSc1nc(N2CCCCC2)c2cnn(CCN)c2n1	3.8	nt
CC(C)n1cnc2c(Nc3ccc(N4CCOCC4)cc3)nc(N3CCCC3CO)nc21 (centres undefined)	27.9	4.9
COc1ccc(CCNC(=O)c2cnc(Nc3ccncn3)s2)cc1	-1.8	11.9
CCCCCCCCCCCCCCCCCC(=O)OCC(O)CO (centres undefined)	4.9	nt
Nc1nc(NCCOc2ccccc2)cc(Nc2ccc3ncccc3c2)n1	3.7	12.5
Cc1ccc(C(=O)Oc2ccc(Cl)cc2)cc1S(=O)(=O)N1CCOCC1	-2.1	nt
Cc1ccc(C(=O)N[C@H](Cc2ccccc2)c2nc(-c3ccncc3)n[nH]2)s1	12.8	4.6
O=C(NCc1cccc(C(F)(F)F)c1)c1csc(NC2CCN(Cc3ccccc3)CC2)n1	-6.4	-6.2
Clc1ccc(C(Cn2ccnc2)OCc2ccsc2Cl)c(Cl)c1 (centres undefined)	20.9	nt
O=C(CCl)Nc1nc(-c2ccc(Br)cc2)cs1	44.6*	nt
CN1CCC(N2CCC(C(=O)O)CC2)CC1	3.6	nt
CC(CN(C)C)CN1c2ccccc2S(=O)(=O)c2ccccc21 (centres undefined)	-5.1	nt
O=C(Nc1ccc(Br)cc1)c1cc(Br)c(Br)s1	-1.6	nt
O=C(NCc1nc(-c2ccncc2)n[nH]1)c1cc2cccnc2s1	-3.8	-3.0
COc1ccc(CNc2ncc(-c3ccc(F)cc3)n2C)cc1OC	1.6	nt
O=C(NCCOc1ccccc1)c1csc(Br)n1	-2.7	-2.7
O=C(NCCc1ccc(O)cc1)c1csc(N2CCN(Cc3ccc4c(c3)OCO4)CC2)n1	9.4	-2.8
COc1cccc(CN(CCCO)C(=O)C(O)c2ccc(-c3cn[nH]c3)cc2)c1 (centres undefined)	3.8	-10.8
Cc1ncn(-c2ccc(Nc3ncc4cccc(-c5nccs5)c4n3)cc2)n1	50.2*	11.5
c1ccc(-c2cc(NC3CC3)nc(-c3ccncc3)n2)cc1	-24.4	nt
O=C(O)[C@@H](O)c1ccccc1	3.3	nt
CCCNC(=O)c1csc(-c2ccccc2)n1	-9.4	-22.4
COc1nc(N/N=C/c2cccc3ccccc23)nc(N2CCOCC2)n1	-7.8	nt
CC(C)N(CCNc1nc(Cl)nc2c1ncn2-c1ccsc1)C(C)C	-8.8	-8.9
COc1ccc(-c2cccc(C(=O)Nc3ccc(N4CCOCC4)cc3)n2)cn1	1.9	-4.5
CN1CCN(c2ccc(-c3ncc(C(=O)NCCCN4CCCC4=O)s3)cc2)CC1	0.6	-2.7
O=[N+]([O-])C12CN(Cc3ccccc3)CN(CN(C(=S)Nc3ccccc3)C1)C2 (centres undefined)	-10.7	nt
CCN(CC)C(=O)C1CCCN(c2cc(NCCO)ncn2)C1 (centres undefined)	5.8	-8.5
c1ccc(OCCNc2ncnc3nc(N4CCN(c5ccccn5)CC4)[nH]c23)cc1	0.9	9.3
Cn1nccc1Nc1cc(NCCCN2CCCC2=O)ncn1	-13.6	-10.6
NC(=O)c1ccccc1Nc1ccnc(Nc2ccc3c(c2)OCO3)c1	-1.3	6.3
CCN(CC)c1nc(NCCc2ccc(O)cc2)nc(NCc2ccc3c(c2)OCO3)n1	-23.0	10.2
Cc1cc(C)cc(OCC(=O)NNC(=O)c2ccccc2C)c1	-1.1	nt
COc1ccc(-c2nc(C(N)=O)cs2)cn1	10.5	6.1
O=C(Cc1ccc(F)cc1)Nc1cc(Nc2ccccc2CO)ccn1	0.1	-14.6
COc1ccc(-c2nc(NCCOc3ccccc3)c3ncn(CCN4CCCC4=O)c3n2)cc1	-47.0	8.1
CCCCOc1ccccc1C(=O)NNC(=S)NC(=O)c1ccccc1[N+](=O)[O-]	15.4	nt
Cc1cnc(Nc2nccc3ccccc23)nc1NCCN1CCOCC1	-7.0	-13.8
CNC(=O)c1ccccc1Nc1cc(NC(=O)Cc2ccsc2)ncc1C(F)(F)F	52.2*	-1.1
COc1cc(Nc2nc3c(NCCc4ccc(O)cc4)ncnc3n2C(C)C)cc(OC)c1OC	-24.9	17.5

Continuation:
SMILES	ULK1 inh	ASK1 primary
COc1ccc(CCNC(=O)c2cnc(-c3c(C)nn(C)c3C)s2)cc1	8.2	-9.0
N#Cc1cc(-c2ccnc(Nc3cccc(CN4CCCCC4)c3)n2)cc(N2CCOCC2)c1	79.2*	31.8
Nc1nc(NCc2ccccc2)cc(Nc2cnccn2)n1	12.6	-0.2
O=C(CSc1nnc(-c2cccnc2)o1)N1CCCCC1	4.2	nt
Cc1nc(C)n(-c2ccc(Nc3ncc(F)c(-c4cccc(N5CCOCC5)c4)n3)cc2)n1	-9.0	-14.5
FC(F)(F)c1ccc(Cn2cnc3c(Nc4ccccc4)nc(NCc4ccc5c(c4)OCO5)nc32)cc1	11.9	7.8
c1ncc(-c2ccc3cnc(Nc4ccc(-n5cnc(N6CCOCC6)n5)cc4)nc3c2)cn1	14.2	8.0
NC(=O)C1CCN(c2ccc3cccc(OCc4c(F)cccc4Cl)c3n2)CC1	-29.8	nt
O=C(NCCOc1ccccc1)c1ccc2nc(Nc3ccncn3)sc2c1	3.1	1.4
COc1ccc(-c2nnc3n(Cc4ccccc4F)c4c(=O)n(C)c(=O)n(C)c4n23)cc1	12.6	nt
O=C(NCC(O)c1ccc(C(F)(F)F)cc1)c1cncc(-c2ccc3[nH]ncc3c2)c1 (centres undefined)	7.3	-12.6
CCCC(=O)Nc1cccc(CN(C)C(=O)Nc2ccc(-c3cn[nH]c3)cc2)c1	9.9	-30.3
CC(C)n1c(-c2ccccc2)nc2c(NCCOc3ccccc3)ncnc21	-10.7	-5.0
c1ccc(N2CCN(c3nccc(NCc4nc5ccccc5[nH]4)n3)CC2)nc1	3.5	0.4
COc1ccc2c(c1)CC(C(=O)Nc1cc(F)c(-c3ccnc(N)n3)cc1OCCN(C)C)CO2 (centres undefined)	6.1	1.2
Nc1nc(Nc2cnccn2)nc2nc[nH]c12	7.2	-6.3
COc1cc(NC(=O)Cc2cn(-c3ccc(Nc4ccccc4)nn3)c3ccccc23)cc(OC)c1OC	8.1	16.9
CCCNc1nc(Nc2ccc3ncccc3c2)nc(N(CC)CC)n1	-22.0	-16.9
O=C(Nc1ccc2c(c1)OCO2)c1cnc(N2CCN(c3ccccn3)CC2)s1	24.6	10.9
CN(C)c1cccc(Nc2nc3ncnc(NCc4ccccc4)c3[nH]2)c1	5.8	24.7
Cc1cnc(N2CCC(N3CCOCC3)CC2)nc1NCCc1ccc(O)cc1	0.9	9.7
CCCNc1cc(-c2c(C)nn(C)c2C)ncn1	-15.0	-0.5
CC(C)[C@H](O)C(=O)N[C@H]1CC[C@@H](C(=O)Nc2ccc3[nH]ncc3c2)C1	-1.3	-9.1
OCCNc1nc(N2CCN(Cc3ccc4c(c3)OCO4)CC2)nc2c1ncn2Cc1ccc(C(F)(F)F)cc1	-26.2	14.3
CC(C)N(CCNc1nc(Nc2ccccn2)nc2c1ncn2-c1ccccc1)C(C)C	-4.2	8.9

By substructure: the entries above with bromine
SMILES	ULK1 inh	ASK1 primary
O=C(CCl)Nc1nc(-c2ccc(Br)cc2)cs1	44.6*	nt
O=C(Nc1ccc(Br)cc1)c1cc(Br)c(Br)s1	-1.6	nt
O=C(NCCOc1ccccc1)c1csc(Br)n1	-2.7	-2.7

New compounds follow
SMILES	ULK1 inh	ASK1 primary
O=C(Cc1cn(-c2ccc(N3CCc4ccccc4C3)nn2)c2ccccc12)NCc1ccccc1	4.4	0.8
Nc1cccc(-c2cc(Nc3ccc(N4CCOCC4)cc3)nc(N)n2)c1	-5.2	-22.8
Cn1cc(-c2ccc3cnc(N)c(-c4cnn(C)c4)c3c2)cn1	16.0	11.0
O=C(O)C1CCN(Cc2ccccn2)CC1	2.8	nt
Cc1ncn(-c2ccc(Nc3cc(-c4cn(Cc5ccccc5)nc4-c4ccc(F)cc4)ccn3)cc2)n1	-36.6	-0.1
Cc1cc(NC2CCN(Cc3ccccc3)CC2)nc(-c2cccc(N)c2)n1	2.2	9.6
COCCn1c(C)cc(O)c(C(c2cccnc2)N2CCC(C)CC2)c1=O (centres undefined)	2.4	nt
O=C(Cc1cn(-c2ccc(N3CCCC3CO)nn2)c2ccccc12)NCCN1CCOCC1 (centres undefined)	-2.5	6.4
CC(=O)c1cccc(-c2cccc(C(=O)NCc3cccnc3)c2)c1	7.5	-5.5
COc1cn(CC(=O)NCc2ccc(F)cc2)c(CN2CCOCC2)cc1=O	7.0	nt
CCCNc1cc(Nc2ccccn2)ncn1	-5.8	-4.9
OCCNc1ccnc(-c2ccc(N3CCOCC3)nc2)n1	12.4	-7.5
CC(C)n1c(Nc2ccc(N3CCOCC3)cc2)nc2c(NCc3ccccc3)ncnc21	-5.0	8.2
COc1cc2nc(Nc3ccc(N4CCOCC4)cc3)nc(Nc3ccc(NC(C)=O)cc3)c2cc1OC	4.3	31.0
c1ccc(OCCNc2nc(Nc3ccc(N4CCOCC4)cc3)nc3nc[nH]c23)cc1	69.0*	26.3
CCCNc1nc(N2CCN(c3ccccn3)CC2)nc2c1ncn2Cc1ccc(C(F)(F)F)cc1	-20.2	0.3
O=C(Nc1cnn(-c2cccc(C(=O)O)c2)c1)Nc1ccccc1Cl	-4.3	3.2
O=C(Cc1cn(-c2ccc(Nc3nccc4ccccc34)nn2)c2ccccc12)Nc1ccccc1	5.9	5.3
COc1cc2nc(N3CCN(Cc4ccc5c(c4)OCO5)CC3)nc(N)c2cc1OC	-3.7	-10.7
COC(=O)c1ccccc1Sc1cc[n+]([O-])cc1	6.7	nt
O=C(NCCOc1ccccc1)c1ccnc(N2CCCC2CO)c1 (centres undefined)	-2.4	-8.4
CCN(CC)C(C)CN1c2ccccc2Sc2ccccc21 (centres undefined)	3.9	nt
COc1ccc(CCNc2cc(Nc3ncccn3)ncn2)cc1	10.4	0.7
Cn1c(Nc2cc(C(=O)NC3CCN(Cc4ccccc4)CC3)ccn2)nc2ccccc21	3.3	-7.0
CN(C)C(=O)Nc1ccc(Cl)c(Cl)c1	-1.4	nt
COc1nc(NC2CC2)nc(-c2ccc(C(N)=O)cc2)n1	2.8	17.2
Cc1c(C(N)=O)cc([N+](=O)[O-])cc1[N+](=O)[O-]	-2.5	nt
CNC(C)[C@@H]1CC[C@@H](N)[C@@H](OC2[C@@H](N)C[C@@H](N)[C@H](OC3OC[C@](C)(O)[C@H](NC)[C@H]3O)[C@H]2O)O1 (some centres undefined)	-3.1	nt
NC(Cc1cc(I)c(Oc2ccc(O)c(I)c2)c(I)c1)C(=O)O (centres undefined)	-6.8	nt
CCCn1c(=O)[nH]c(=O)c2[nH]cnc21	-2.3	nt
CCCCCC1C(=O)N2C=C(c3ccccc3)c3ccccc3N2C1=O (centres undefined)	1.9	nt
CS(=O)(=O)Nc1ccc(-c2cnc3ncc4ccccc4c3c2)cc1	-19.5	11.9
CC(C)Nc1nc(NC(C)C)nc(N(C#N)Cc2ccccc2)n1	-20.7	nt
OCCNc1nc(N2CCOCC2)nc2c1ncn2-c1ccsc1	6.6	5.2
CC(=O)Nc1cccc(NC(=O)c2cccc(-n3cc(NC(=O)Cc4cccc(C)c4)cn3)c2)c1	1.8	0.3
O=C(/C=C/c1cnn(-c2cccc(C(=O)Nc3ccc(CN4CCCCC4)cc3)c2)c1)c1ccccc1	6.6	7.8
Oc1ccc(CCNc2nc(Nc3ccncc3)nc3c2ncn3-c2ccsc2)cc1	-12.2	-8.2
Cc1n[nH]c(C)c1-c1cncc(-c2ccnc(Nc3ccc(-n4cnc(C(C)(C)C)n4)cc3)n2)c1	-16.6	25.6

Reformatted with values under each structure: part of the list above.
Value order: ULK1 inh | ASK1 primary
> CS(=O)(=O)Nc1ccc(-c2cnc3ncc4ccccc4c3c2)cc1
→ -19.5 | 11.9
> Oc1ccc(CCNc2nc(Nc3ccncc3)nc3c2ncn3-c2ccsc2)cc1
→ -12.2 | -8.2
> CC(=O)Nc1cccc(NC(=O)c2cccc(-n3cc(NC(=O)Cc4cccc(C)c4)cn3)c2)c1
→ 1.8 | 0.3
> CCCCCC1C(=O)N2C=C(c3ccccc3)c3ccccc3N2C1=O (centres undefined)
→ 1.9 | nt
> OCCNc1nc(N2CCOCC2)nc2c1ncn2-c1ccsc1
→ 6.6 | 5.2
> CC(C)Nc1nc(NC(C)C)nc(N(C#N)Cc2ccccc2)n1
→ -20.7 | nt

Screens deposited in PubChem by The Scripps Research Institute Molecular Screening Center.
